# Assay outcomes: PubChem, National Center for Advancing Translational Sciences (NCATS)
# S2 tox = Viability Counterscreen for Primary qHTS for Inhibitors of ATXN expression; S2 cells (HEK-293 line with an ATXN2-luciferase reporter) viability, CellTiter-Fluor protease fluorescence, 24 h; Potency, µM (highest dose often 56.7 µM), actives largely listed as cytotoxic; 400,000 compounds, 0.49% hits; AID 651635, 2014; active = well fitted cell-killing curve with a large enough effect; inconclusive = small, poorly fitted or top-dose-only effect, or effect the other way; inactive = no such curve, though single readings can be large or run the other way; also: nearly all actives have a fitted effect of over 40% in size
# Active calls of the source: *; i = inactive; ? = inconclusive. Potency is read from the fitted curve at half-maximal effect. Only part of the results is shown; count on the stated rates, not on these rows.
mol,S2 tox
CCCCN(CCCC)C(=S)[S-].CCCCN(CCCC)C(=S)[S-].[Zn+2],8.9µM*
COc1ccc(O)c(CN2CCC3(CCC(CNC(=O)C4CCCO4)O3)CC2)c1 (stereo not given),i
COc1cc(=O)n2c(c1C(=O)N(C)Cc1nonc1C)CCN(C(=O)c1cccc(C)c1C)CC2,i
Cn1cnnc1Sc1ccc(CN2CCOc3ccc(C4=Cc5ccccc5C4)cc3C2)o1,?
CC(=O)Nc1ccc(C(=O)N2CCCC(c3nc(SCc4ccccn4)ncc3C)C2)cc1 (stereo not given),i
CCC1CN(CC(=O)N(C)Cc2nc3ccccc3[nH]2)Cc2cc(OC)ccc2O1 (stereo not given),i
CC(O)(COc1ccccc1)c1ccc2c(c1)CN(Cc1cccc3cccnc13)CCO2 (stereo not given),i
O=C(c1ccccc1C(F)(F)F)N1CCOc2c(cc(-c3nc4ccccc4s3)cc2OC2CCOC2)C1 (stereo not given),i
COC(=O)c1c(OCc2ccccc2)cc(=O)n2c1CCN(Cc1cccc(C)n1)CC2,i
CC(C)N(CCO)Cc1nc(N2CCOCC2)c2cc(Cl)ccc2n1,i
COC(c1ccc2c(c1)CN(C(=O)Cn1nc(C)c3ccccc3c1=O)CCO2)C1CCCCC1 (stereo not given),i
CC(CN1CCc2nnc(CNC(=O)c3cccc(F)c3)n2CC1)c1ccccc1 (stereo not given),i
Cc1cc(C(=O)Nc2cccc(-c3nc(CNC(=O)c4ccc[n+]([O-])c4)c(C)o3)c2)c(C)o1,i
O=C(NCCc1ccccn1)C1CC12CCN(C(=O)c1ccc(F)cc1Cl)CC2 (stereo not given),i
COc1ccc(CN2CCC3(CCC(CNC(=O)c4ccnn4C)O3)CC2)c(C)c1C (stereo not given),i

# Next section
mol,S2 tox
CC(C)(C)c1ccc(C(=O)N2CCC3(CC2)CC3C(=O)NCCc2ccccn2)cc1 (stereo not given),i
COc1cc(CN2CCC3(CC2)CC3C(=O)Nc2ccc3sc(C)nc3c2)ccc1F (stereo not given),i
N[C@H](Cc1cc(I)c(Oc2cc(I)c(O)c(I)c2)c(I)c1)C(=O)O,i
COc1ccc(-c2ccnc(-n3ncc(C(=O)NCc4ccon4)c3C3CC3)n2)cc1F,?
COc1cccc(CC(=O)NCC2Cc3cc(Cl)cc(-c4ncccn4)c3O2)c1 (stereo not given),i
CCS(=O)(=O)NCc1c(C)ncc2c1CCN(C(=O)c1csc(-c3cccs3)n1)C2,i
COc1cccc2ccc(CN3CCC4(CC3)c3ccccc3[C@@H](NC(=O)c3ccccc3)[C@@H]4O)nc12,?
CCCCOC(=O)C(=O)Nc1cccc(-c2nn[nH]n2)c1,i
O=C(c1cnn(-c2nccc(-c3ccccc3F)n2)c1C1CC1)N1CCN(CCO)CC1,i
OCCCNCc1cc2cc3c(cc2nc1N1CCN(c2cccc(Cl)c2)CC1)OCO3,i
COc1ccccc1-c1ccnc(-n2ncc(C(=O)N3CCCCC3c3cccnc3)c2C)n1 (stereo not given),i
CCn1nc(C)cc1C(=O)NCCN1Cc2ccccc2OC(c2ccccc2F)C1 (stereo not given),?
O=C(NCc1nnc2n1CCN(Cc1cc(F)cc(F)c1)CC2)c1cccc(F)c1,?
Cc1ncc2c(c1CNC(=O)c1ccc3c(c1)OCO3)CCN(C(=O)c1scc3c1CCCC3)C2,i
COc1cc(=O)n2c(c1C(=O)N(C)Cc1nonc1C)CCN(Cc1cc(C)c(C)cc1C)CC2,i

# Going on with the list:
mol,S2 tox
COC(=O)c1c(OCc2ccc(F)cc2)cc(=O)n2c1CCN(Cc1ccc3cccnc3c1)CC2,i
CC[C@]1(c2ccccc2)NC(=O)N(C)C1=O,i
O=C(NCCc1nnc2n1CCN(Cc1ccc3c(c1)CCO3)CC2)c1ccco1,i
COc1cc(-c2cc(C)c3cccc(OC)c3n2)cc2c1OCCN(C(=O)CCn1nc(C)cc1C)C2,i
C=C1CC[C@H](O)C/C1=C/C=C1\CCC[C@]2(C)[C@H]1CC[C@H]2[C@@H](C)/C=C\[C@@H](C)C(C)C,i
CC(C)(CO)NC(=O)c1cnn(-c2nccc(-c3ccc4c(c3)OCO4)n2)c1C1CC1,i
COC(=O)[C@@H]1CCCN1Cc1ccc2c(c1)CN(Cc1coc3ccccc3c1=O)CCO2,?
Cc1nc(NCc2ccc3nsnc3c2)sc1-c1ccn(C)n1,i
Cc1nc(C)c(C(=O)NCc2nc(-c3cccc(NC(=O)c4ccccn4)c3)oc2C)s1,?
Cc1[nH]c2c(C(=O)NCC3Cc4cccc(-c5cccnc5)c4O3)cccc2c1C (stereo not given),?
COc1cc(-c2ccc(N=Nc3ccc4c(S(=O)(=O)O)cc(S(=O)(=O)O)c(N)c4c3O)c(OC)c2)ccc1N=Nc1ccc2c(S(=O)(=O)O)cc(S(=O)(=O)O)c(N)c2c1O,i
Cc1nn(-c2ccc(F)cc2)c(C)c1CNC(=O)c1ccc(-n2cc(NC(=O)c3ccoc3)cn2)cc1,?
Cc1cc(C(=O)NCCN2Cc3ccccc3OC(c3ccccc3F)C2)no1 (stereo not given),i
Cc1ccc2[nH]c3c(c2c1)CN(C(=O)CC1(c2ccccc2)CC(=O)N(Cc2cccnc2)C1=O)CC3 (stereo not given),i
COC(=O)c1cc(CNC(=O)c2ccc(N(C)C)cc2)cc(NC(=O)c2ccccc2Cl)c1,i

# (further entries)
mol,S2 tox
COc1ccc(OC)c(CN2CCOc3ccc(CN4CCC(O)(c5cccnc5)CC4)cc3C2)c1,?
O=C1CC(CC(=O)N2CC3CCCC2C3)(c2cccc(F)c2)C(=O)N1Cc1cccnc1 (stereo not given),i
O=C(c1ccccc1-n1cccn1)N1CCOc2ccc(CN3CCOCC3)cc2C1,i
COC(=O)c1ccccc1-c1cc(C)cc2c1OC(CNC(=O)C1CCCO1)C2 (stereo not given),i
O=C(CN1Cc2ccccc2OC(c2ccsc2)C1)NCc1ccc2c(c1)OCO2 (stereo not given),i
O=C(NCC1Cc2cc(F)cc(-c3cnccn3)c2O1)C1COc2ccccc2O1 (stereo not given),i
CNC(=O)[C@@H]1C[C@@H](NCc2cccc(Oc3ccccc3)c2)CN1C(C)C,i
CN1CCCC(CNC(=O)c2cnn(-c3nccc(-c4cccs4)n3)c2C2CC2)C1 (stereo not given),i
CCN(CC)CCNC(=O)c1cnn(-c2ncc3c(n2)-c2ccc(OC)cc2CC3)c1C,i
O=C(NCC1Cc2cc(-c3cncnc3)cc(Cl)c2O1)c1cccc(Cn2cccn2)c1 (stereo not given),i
CC1(C)CC(C(=O)N2CCOc3ccc(CN4CCC(Oc5cccnc5)CC4)cc3C2)CCO1 (stereo not given),i
CCc1nc2cc(C(=O)NC3CCS(=O)(=O)C3)cc(NC(=O)c3ccccc3OC)c2n1C (stereo not given),i
COc1ccccc1CCNc1ncnc2sc(C(=O)N3CCCN(C=O)CC3)c(C)c12,i
Cc1cnc(SCc2ccccn2)nc1C1CCCN(C(=O)c2ccc3[nH]c(C)c(C)c3c2)C1 (stereo not given),?
Cn1c(CCNC(=O)C2CC23CCN(C(=O)C2=CCCC2)CC3)nc2ccccc21 (stereo not given),i

# (list continues)
mol,S2 tox
Cc1ncc2c(c1CNC(=O)c1ccc3c(c1)OCO3)CCN(C(=O)c1coc3c1C(=O)CCC3)C2,i
CCOc1ccc2nc(N3CCCN(CCCn4cccn4)CC3)nc(C)c2c1,?
CC(O)(COc1ccccc1)c1ccc2c(c1)CN(Cc1cccn1-c1ccccn1)CCO2 (stereo not given),?
O=c1c(CN2CCOc3ccc(CN4CCC(Oc5cccnc5)CC4)cc3C2)coc2ccccc12,28µM*
COc1ccc(CN2CCCC(c3nc(-c4ccncc4)ncc3-c3ccccc3C)C2)c(OC)c1 (stereo not given),?
Cc1c(C(=O)NCC(C)(C)N2CCOCC2)cnn1-c1ncc2c(n1)-c1ccccc1CC2,i
COCc1c(C(=O)N2CCN(C3CCCC3)CC2)cnn1-c1ncc2c(n1)-c1ccccc1CCC2,i
COc1ccc(CN2CCOc3ccc(CN4CCC(Oc5cccnc5)CC4)cc3C2)cc1C,i
CCC1CN(Cc2cccn2-c2ccccn2)Cc2cc(OC)ccc2O1 (stereo not given),i
COc1ccc2c(c1)-c1nc(-n3ncc(C(=O)N(C)CC4CCCN(C)C4)c3C)ncc1CC2 (stereo not given),?
Cc1cnc(C)c(-c2cccc3c2OC(CNC(=O)C2(c4ccc(Cl)cc4)CC2)C3)n1 (stereo not given),i
COc1cc(=O)n2c(c1C(=O)NC(C)c1ccco1)CCN(Cc1ccccc1Cl)CC2 (stereo not given),i
CC(=O)OC[C@H]1O[C@@H](O[C@H]2[C@H](O)[C@@H](OC(=O)c3ccccc3C(=O)O)[C@H](O)O[C@@H]2COC(C)=O)[C@H](O)[C@@H](OC(=O)c2ccccc2C(=O)O)[C@@H]1O,i
COc1ccccc1C1CN(Cc2cccc(OCCO)c2)Cc2ccccc2O1 (stereo not given),i
Cc1cc(=O)c(C(=O)NCCCc2ccncc2)c2n1-c1ccccc1SC(c1cccs1)C2 (stereo not given),i

# Two entries from above, as labelled records:
COc1ccc2c(c1)-c1nc(-n3ncc(C(=O)N(C)CC4CCCN(C)C4)c3C)ncc1CC2 (stereo not given)
- S2 tox = ?

Cc1cnc(C)c(-c2cccc3c2OC(CNC(=O)C2(c4ccc(Cl)cc4)CC2)C3)n1 (stereo not given)
- S2 tox = i

# The list goes on.
mol,S2 tox
CC(=O)Nc1cc(C(=O)N2CCN(c3ccccc3)CC2C)cc2ncn(CCc3ccccn3)c12 (stereo not given),i
Cc1cc(-c2ccnc(-n3ncc(C(=O)NCCc4ccncc4)c3C)n2)c(C)s1,i
COC(=O)c1cccc(-c2cc(Cl)c3c(c2)CC(CNC(=O)c2cccnc2)O3)c1 (stereo not given),i
CN(C)CC(C)(O)c1ccc2c(c1)CN(Cc1cn(C)c3ccccc13)CCO2 (stereo not given),?
COc1ccc(C(=O)NCc2nnc(SC)n2-c2ccccc2C)c(OC)c1OC,i
CCN1CCN(C(=O)c2sc3ncnc(NCC4CCCO4)c3c2C)CC1 (stereo not given),i
O=C(c1n[nH]c2c1CCCC2)N1CCOc2ccc(C(O)C3CCCCC3)cc2C1 (stereo not given),i
CC(NC(=O)C1CCOCC1)c1nnc2n1CCN(Cc1ccc(F)cc1)CC2 (stereo not given),i
OC[C@H]1O[C@@H](n2cnc3c2NC=NC[C@H]3O)C[C@@H]1O,i
COc1ccc(OC)c(CN2CCOc3ccc(C(O)c4cccnc4)cc3C2)c1 (stereo not given),i
COc1ccccc1CNc1ncnc2sc(C(=O)N(C)C(C)C)c(C)c12,?
Cc1oc(-c2ccccc2NC(=O)c2cccnc2)nc1CNC(=O)c1ccc(N(C)C)cc1,?
Cc1c(C(=O)NC2CCCC2)sc2ncnc(NCCN(C)C)c12,i
O=C(NCc1cccnc1)c1cnn(-c2ncc3c(n2)-c2ccccc2CCC3)c1C1CC1,i
COc1cc(=O)n(C)c2c(OC[C@@H](O)C(C)(C)O)cccc12,i

# Ordered by molecular weight (smallest number first): 17 of the compounds above
mol,S2 tox
CC(C)N(CCO)Cc1nc(N2CCOCC2)c2cc(Cl)ccc2n1,i
CNC(=O)[C@@H]1C[C@@H](NCc2cccc(Oc3ccccc3)c2)CN1C(C)C,i
Cc1[nH]c2c(C(=O)NCC3Cc4cccc(-c5cccnc5)c4O3)cccc2c1C (stereo not given),?
O=C(NCC1Cc2cc(F)cc(-c3cnccn3)c2O1)C1COc2ccccc2O1 (stereo not given),i
CC(C)(CO)NC(=O)c1cnn(-c2nccc(-c3ccc4c(c3)OCO4)n2)c1C1CC1,i
COC(=O)c1cccc(-c2cc(Cl)c3c(c2)CC(CNC(=O)c2cccnc2)O3)c1 (stereo not given),i
COc1ccc(CN2CCC3(CCC(CNC(=O)c4ccnn4C)O3)CC2)c(C)c1C (stereo not given),i
Cc1cnc(C)c(-c2cccc3c2OC(CNC(=O)C2(c4ccc(Cl)cc4)CC2)C3)n1 (stereo not given),i
CCN(CC)CCNC(=O)c1cnn(-c2ncc3c(n2)-c2ccc(OC)cc2CC3)c1C,i
O=C(NCC1Cc2cc(-c3cncnc3)cc(Cl)c2O1)c1cccc(Cn2cccn2)c1 (stereo not given),i
COC(=O)[C@@H]1CCCN1Cc1ccc2c(c1)CN(Cc1coc3ccccc3c1=O)CCO2,?
COc1ccccc1-c1ccnc(-n2ncc(C(=O)N3CCCCC3c3cccnc3)c2C)n1 (stereo not given),i
CCc1nc2cc(C(=O)NC3CCS(=O)(=O)C3)cc(NC(=O)c3ccccc3OC)c2n1C (stereo not given),i
COc1ccc(CN2CCOc3ccc(CN4CCC(Oc5cccnc5)CC4)cc3C2)cc1C,i
COC(c1ccc2c(c1)CN(C(=O)Cn1nc(C)c3ccccc3c1=O)CCO2)C1CCCCC1 (stereo not given),i
COc1cc(=O)n2c(c1C(=O)N(C)Cc1nonc1C)CCN(C(=O)c1cccc(C)c1C)CC2,i
CC(=O)OC[C@H]1O[C@@H](O[C@H]2[C@H](O)[C@@H](OC(=O)c3ccccc3C(=O)O)[C@H](O)O[C@@H]2COC(C)=O)[C@H](O)[C@@H](OC(=O)c2ccccc2C(=O)O)[C@@H]1O,i

# The listing continues.
mol,S2 tox
COCC(=O)Nc1cc(C(=O)N2CCN(C)C(c3ccccc3)C2)c2c(c1)nc(-c1ccncc1)n2C (stereo not given),?
COc1ccccc1C1CN(Cc2cccnc2)Cc2ccccc2O1 (stereo not given),i
CC(O)(COc1ccccc1)c1ccc2c(c1)CN(Cc1ccccn1)CCO2 (stereo not given),i
C=Cc1ccc(C(=O)N2CCc3c(cnc(C)c3CNC(=O)c3ccc4c(c3)OCO4)C2)cc1,?
